High-throughput results deposited in PubChem by several laboratories.
aSyn 5UTR inh: 5' untranslated region of α-synuclein, MLPCN primary screen; alpha-synuclein 5'UTR reporter, inhibitor activity; inhibition, % (tested at 7.5 µM); 300,000 tested, 0.82% active; in the data active = inhibition above about 60%;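 also: H4 neuroglioblastoma cells stably carrying SNCA 5'UTR luciferase fusion; 0% = DMSO wells and 100% = positive control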
HSP90 refold inh: blocks HSP90-mediated luciferase refolding in reticulocyte lysate; 290,000 tested, 0.91% active; Rabbit reticulocyte lysate, luciferase refolding luminescence, 3 h; inhibition, % at 5.6 µM;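 active = inhibition above the screen-wide mean plus 3 SD, computed separately per campaign, cut at about 16% in these data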;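 also: 0% = DMSO wells and 100% = 60 µM geldanamycin wells; inhibitors lower the luminescence because luciferase stays unfolded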
GSK3 alpha inh: inhibitors of human GSK-3 alpha kinase. P49840. ADP-Glo luminescence, 60 min. inhibition, % at 10 µM. 320,000 tested, 0.1% active;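 in the data active = inhibition above about 50%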;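 also: GST-tagged GSK-3 alpha with peptide substrate and 25 µM ATP; 0% = DMSO neutral wells and 100% = GW8510 positive control wells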
Target sequence (P49840 whole entry, looked up): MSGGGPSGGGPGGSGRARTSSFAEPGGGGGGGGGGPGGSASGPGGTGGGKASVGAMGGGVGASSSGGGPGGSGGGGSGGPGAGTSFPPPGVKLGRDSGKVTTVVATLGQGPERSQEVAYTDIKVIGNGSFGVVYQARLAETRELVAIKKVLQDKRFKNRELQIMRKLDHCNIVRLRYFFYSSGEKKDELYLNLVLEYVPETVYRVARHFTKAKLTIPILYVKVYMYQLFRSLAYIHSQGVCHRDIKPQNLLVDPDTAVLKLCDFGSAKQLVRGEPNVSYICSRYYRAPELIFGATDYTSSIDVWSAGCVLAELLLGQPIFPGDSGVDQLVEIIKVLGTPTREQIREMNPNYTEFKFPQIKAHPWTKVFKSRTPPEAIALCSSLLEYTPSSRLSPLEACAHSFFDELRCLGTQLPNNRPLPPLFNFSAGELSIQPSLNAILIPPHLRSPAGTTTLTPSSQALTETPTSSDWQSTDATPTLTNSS
GSK3beta inhib: blocks human GSK3beta kinase activity. GST-GSK3beta kinase, ADP-Glo luminescence, 60 min; hits give low values. P49841. 300,000 tested, 0.038% active. activity score (negative = inhibition), % at 10 µM;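 active = more than half of replicate wells score below -50%, meaning over 50% inhibition versus plate controls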;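 also: 0% = median DMSO wells and -100% = median GW8510 positive control wells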
Target sequence (P49841 whole entry, looked up): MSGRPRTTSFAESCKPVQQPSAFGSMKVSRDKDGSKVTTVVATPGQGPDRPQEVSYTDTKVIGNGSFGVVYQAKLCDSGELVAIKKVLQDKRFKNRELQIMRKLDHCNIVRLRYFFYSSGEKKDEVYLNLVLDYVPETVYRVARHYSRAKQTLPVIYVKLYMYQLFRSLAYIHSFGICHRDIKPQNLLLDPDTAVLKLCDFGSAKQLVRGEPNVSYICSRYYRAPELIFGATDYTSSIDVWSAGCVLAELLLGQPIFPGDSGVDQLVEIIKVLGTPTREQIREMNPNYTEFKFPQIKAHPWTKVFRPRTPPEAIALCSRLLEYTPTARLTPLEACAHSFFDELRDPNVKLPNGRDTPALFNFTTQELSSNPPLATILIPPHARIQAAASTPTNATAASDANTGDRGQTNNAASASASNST
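Test system – GST-tagged human GSK3beta kinase, cell-free · Incubation – 60 min enzyme reaction, room temperature · Signal – ADP-Glo luminescence · Also added – peptide substrate and ATP at 25 µM · Controls – DMSO neutral wells and GW8510 at 20 µM as positive · Buffer or medium – Tris/MgCl2 kinase buffer · Measure – Luminescence-derived activity versus plate DMSO and GW8510 wells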
AI-2 QS mod: Vibrio harveyi AI-2 quorum sensing modulation. activity change, % at 7.5 µM. 300,000 tested, 0.4% active. AID 2094. Vibrio harveyi JMH597 AI-2 luminescence/OD600 ratio, 9 h; hits give low values; strain lacks LuxN and CqsS sensors; 0 = neutral-control median; in the data active = activity change below about -75%, passing the limit was not always enough;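 also: luminescence divided by OD600 gain over 9 h not by final OD600 alone; inactives centre near 13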
HSF-1 act: increases HSF-1 driven luciferase reporter signal | NIH3T3-HGL HSF-1 luciferase reporter, MG132, 8 h; 100% = twice DMSO control signal | activation, % at 9 µM | 300,000 tested, 1.7% active;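 active = mean replicate activation of at least 50% with a set share of replicates each reaching 50%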;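 also: 0% = median of the neutral control wells and 100% = twice that signal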
KLF5 inh: kruppel-like factor 5 inhibition; AID 1700; 290,000 tested, 0.23% active; inhibition, % at 5 µM; DLD-1 KLF5 promoter-luciferase reporter, luminescence;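 active = inhibition above a per-plate limit of that plate's mean compound inhibition plus 3 SD, cut at about 60% in these data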;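 also: 0% = DMSO wells and 100% = LY294002 at 200 µM; higher means less KLF5 promoter-driven luciferase light; inactives centre near -14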
IEC-6 tox: IEC-6 cytotoxicity, counter-screen for KLF5 inhibitors; luminescence viability; inhibition, % at 5 µM; 290,000 tested, 0.78% active; AID 1825; in the data active = inhibition above about 22%;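 also: 0% = plate median of test compound wells and 100% = cytotoxic reference compound wells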
HSF1 inh: HSF1 inhibition; NIH3T3-HGL HSE-luciferase, MG132-induced, luminescence 8 h; hits give low values; activity change, negative = inhibition, % at 7.5 µM (by protocol); 300,000 tested, 0.77% active; AID 2098;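 active = more than half of replicate wells show activity change below -50%, luminescence cut by over half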;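 also: luciferase reports HSF-1 transcriptional activity via heat shock element; 0% = median of DMSO wells and -100% = zero luminescence signal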
HIF act: HIF pathway transcriptional activation. 300,000 tested, 0.32% active. AID 1910. U2OS HRE-luciferase reporter, luminescence; normalized: DMSO 0%, desferrioxamine 100%. activation, % at 7.5 µM (by protocol);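 active = mean activation of at least 10% of the iron chelator positive control signal, with at least half of replicates also reaching 10%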
An asterisk follows results filed as active; / = not tested or not shown. Compounds as they come; any-hit rate near 4.7%.

Values in the order – aSyn 5UTR inh	HSP90 refold inh	GSK3 alpha inh	GSK3beta inhib	AI-2 QS mod	HSF-1 act	KLF5 inh	IEC-6 tox	HSF1 inh	HIF act
CCc1nnc(NC(=O)c2cc(S(=O)(=O)N(C)c3ccc(OC)cc3)ccc2Cl)s1
  3	-1	-1	2	20	1	-28	3	-3	-0.3
CCC(Oc1ccccc1)C(=O)Nc1ncc([N+](=O)[O-])s1 (stereo unspecified)
  -28	0	-4	3	24	5	-37	4	4	1.2
CC(C(=O)OCC(=O)c1ccc([N+](=O)[O-])cc1)N1C(=O)C2C3CCC(C3)C2C1=O (stereo unspecified)
  -16	2	0	-1	10	-9	-25	1	3	-0.4
Cc1ccc2nc(NC(=O)CSc3nc4c(c(=O)n3C)SC(C)C4)sc2c1 (stereo unspecified)
  14	-5	-1	-2	5	-1	-18	-6	-1	0.7
Cc1ccccc1OCC(=O)Nc1nnc(COc2ccccc2)s1
  5	-5	3	0	16	-4	-32	-3	-3	-0.2
COC(=O)c1sccc1NS(=O)(=O)c1ccc(OC)cc1
  -11	0	-3	3	16	-3	2	3	-2	0.1
Cc1ccsc1/C=C1\Oc2cc(OCC(=O)c3ccccc3)ccc2C1=O
  2	5	2	-1	37	7	-26	-9	11	1.3
O=C(CS(=O)(=O)c1ccc(Cl)cc1)NCCS(=O)(=O)c1ccc(Cl)cc1
  6	-2	-1	3	14	-6	-54	3	3	-0.1
CC(=O)Nc1cc[n+](CC(=O)c2cccc([N+](=O)[O-])c2)cc1
  1	1	1	3	13	-12	-38	1	2	0.4
O=C(NCCN1CCOCC1)C1CCC(CNS(=O)(=O)c2ccccc2)CC1 (stereo unspecified)
  13	0	/	-2	22	-2	-23	-8	-1	-1.3
COc1ccc(C(=O)COC(=O)c2ccc3c(c2)NC(=O)CS3)c(OC)c1
  13	/	/	7	-11	12	/	/	3	0.3
COc1cccc(NC(=O)CN(c2ccc(C)cc2)S(=O)(=O)c2c(C)nn(C)c2C)c1
  3	2	0	1	2	9	9	4	1	-0.1
Cc1ccc(C)c(NC(=O)CCN2CCN(CCO)CC2)c1
  -17	1	-4	0	23	32	-36	0	-2	-0.2
CCOc1c(Br)cc(C2NC(=O)CCC2[N+](=O)[O-])cc1OC (stereo unspecified)
  -3	0	-4	2	7	-3	-28	-2	-4	-1.1
CCN(CC)CCC(C)OC(=O)c1ccc(O)cc1O (stereo unspecified)
  19	-3	-2	-2	33	-11	-2	-5	0	-0.2
O=C(Nc1nnc(CCN2CCCCC2)s1)c1ccc(Cl)cc1Cl
  -20	1	-2	-4	1	-3	13	0	0	-0.2
Nc1nnc(Sc2ncccc2[N+](=O)[O-])s1
  -42	-3	18	2	18	3	-14	-4	3	0.0
COc1ccc(Nc2nc3[nH]c(=O)cc(O)c3s2)cc1
  -19	-5	6	0	21	-7	-31	3	-5	0.0
O=C(Nc1ccc(-c2cn3ccsc3n2)cc1)C1CC1
  -159	1	0	-1	16	35	-132	2	22	2.9
CC1(C)SC(=Nc2ccccc2)N(S(=O)(=O)c2ccccc2)C1=O
  -2	3	0	6	-9	3	-10	-4	4	-0.6
COCc1cc(C)nc(N/N=C/c2ccc(Cl)c(Cl)c2)c1C#N
  1	-2	3	0	6	6	7	0	2	0.0
COc1ccccc1C(=O)Nc1ccc(S(=O)(=O)Nc2cc(C)nc(C)n2)cc1
  2	3	0	1	32	-7	-16	-1	-2	-0.2
CC1(C)CC(=O)C(N=Nc2cccc([N+](=O)[O-])c2)=C(O)C1
  -20	2	-1	-2	1	25	-20	6	15	0.7
CSC1=C(C#N)C(C)C2=C(CC(C)(C)CC2=O)N1 (stereo unspecified)
  -10	0	-1	0	21	7	2	0	-3	-0.2
CCCCCCSc1ccc(-c2nc3ccc(C)cn3c2NCc2ccccc2)cc1OC
  -14	/	0	4	19	-19	/	/	-7	4.2
CCOC(=O)CSc1nc2cc(S(=O)(=O)N3CCOCC3)ccc2n1CC
  -3	/	0	5	31	0	/	/	4	-0.2
C#CCNC(=O)C1=C[C@H](c2csc3ccccc23)[C@@H](CCCO)[C@H](OCC)O1
  -3	3	-2	-1	8	9	4	8	0	1.2
CN(CCCC(=O)Nc1ccccc1F)S(=O)(=O)c1ccc(F)cc1
  -10	-2	-1	-1	22	8	-6	-10	0	-0.1
COc1cc2cc(C(=O)O)n(C)c2c(OC)c1OC
  24	3	2	0	22	-16	-21	5	-1	0.0
COc1ccc(COC(=O)N/N=C/c2cccs2)cc1
  -66	2	-7	2	-71	13	-61	3	0	0.6
S=C(NCC1CCCO1)Nc1ccc(Nc2ccccc2)cc1 (stereo unspecified)
  -56	3	0	4	10	10	-11	13	13	-0.1
CC(=O)Nc1nc2c(s1)CCc1ccccc1-2
  10	0	0	-2	-1	11	-43	12	6	1.3
O=C1NC(=S)N/C1=C/C=C/c1ccccc1
  -92	-5	0	2	4	29	-96	-2	3	0.8
CCN(CC)S(=O)(=O)c1ccc(N2CCOCC2)c(NC(=O)CC23CC4CC(CC(Br)(C4)C2)C3)c1
  33	1	2	-1	8	14	-10	7	1	-0.6
OCCCc1nc2n(n1)C(c1cccs1)C=C(c1ccc(Br)cc1)N2 (stereo unspecified)
  16	3	-2	1	1	9	-35	1	4	1.5
Cc1nc2sccc2c(=O)n1N
  23	-8	0	1	6	-14	-60	-5	0	-1.0
COc1ccc(C)cc1NC(=O)C1CCN(C(=O)c2ccc(C(C)(C)C)cc2)CC1
  47	-4	-1	5	10	37	-39	5	6	0.0
COc1ccc(CNCCC(c2ccc(OC(C)C)cc2)C(C)C)cc1OC (stereo unspecified)
  -10	2	2	-12	13	-1	-10	4	3	-0.7
Cc1ccc(NC(=O)Cc2nnc(SCC(=O)Nc3ccccc3)n2C)cc1
  19	-1	0	-2	15	10	-35	-4	-6	-0.1
COc1cccc2cc(CC(=O)c3cc(C)ccc3C)c(=O)oc12
  -116	-4	0	2	17	-47	-76	-1	-34	1.8
COc1cc(OC)cc(/C(N)=N/O)c1
  -3	-3	-2	-18	21	-6	-25	1	-4	-0.2
Cn1c(C(=O)NC2CCCCC2)cc2sccc21
  -147	2	-1	0	8	10	-61	9	16	2.7
CC1CC(=O)NN=C1c1ccc(N(C)C)c([N+](=O)[O-])c1 (stereo unspecified)
  48	-2	2	1	15	29	-25	-4	10	-0.5
COc1ccc(NC(=O)N2CC(C)OC(C)C2)cc1OC (stereo unspecified)
  -3	-3	-3	1	6	12	-14	-5	-7	0.4
COc1ccc(OCC(=O)Nc2ccc3c(c2)nc(CCN2CCCC2)n3C)cc1
  -3	-2	-3	1	14	1	-42	-2	4	-0.2
CCc1noc(C)c1C(=O)N(C)CC(=O)Nc1ccc(Cl)c(Cl)c1
  11	/	3	1	4	7	/	/	10	-0.8
C=CCSC1=NN2CCS(=O)(=O)N=C2S1
  18	0	-2	1	-7	-8	-18	-2	-7	-0.3
O=C(COC(=O)[C@@H]1CCCN1S(=O)(=O)c1ccc(Cl)cc1)NC1CCS(=O)(=O)C1 (stereo partly specified)
  -5	/	3	1	29	7	/	/	-2	-18
Clc1ccc(Sc2cc(Cl)c(-c3ccccc3)nn2)cc1
  33	4	-2	-2	20	-7	2	7	0	-0.3
Cc1ccccc1COc1ccc(-c2nn[nH]n2)cc1
  4	-1	-5	0	36	6	-43	-1	4	-0.8

Continuation.
Values in the order – aSyn 5UTR inh	HSP90 refold inh	GSK3 alpha inh	GSK3beta inhib	AI-2 QS mod	HSF-1 act	KLF5 inh	IEC-6 tox	HSF1 inh	HIF act
C=CCNC(=O)/C(C#N)=C/c1cn(-c2ccccc2)nc1-c1ccc(OC)c([N+](=O)[O-])c1
  50	-1	-2	5	1	15	-6	5	7	-1.0
COc1ccc(C(=O)c2c(C)oc3ccc(O)c(CN4CCOCC4)c23)cc1
  21	-4	3	-2	-4	5	-10	-3	-1	-0.4
COc1ccc(-c2c(C)nn3c(N4CCC(C(=O)NCCN(C)C)CC4)cc(C)nc23)cc1OC
  -15	3	-1	-6	17	12	7	-5	3	-0.7
COc1ccc(N=Cc2c(O)c3ccccc3oc2=O)cc1
  -39	-2	-1	-4	20	12	-32	-12	12	0.4
Cc1ccc2c(c1)c(C)c(C)n2CC(O)Cn1nc(C)c(Br)c1C (stereo unspecified)
  22	0	0	3	21	57*	-4	-10	30	-0.1
CCN(CCCCCCN)c1ccc2c(=O)[nH][nH]c(=O)c2c1
  3	-2	0	-2	2	12	-6	0	-5	0.0
Fc1ccc(-c2cc(C(F)(F)F)nc(-n3cc(Cl)cn3)n2)cc1
  16	-2	-2	1	16	-24	-10	-3	-11	-0.3
O=C(O)CCSc1nc2ccccc2c(=O)[nH]1
  27	5	/	-2	19	0	-19	2	6	-0.2
CCOC(=O)C(Cc1ccccc1)NC(=O)CCc1nnc2ccc(N3CCCCC3)nn12 (stereo unspecified)
  -9	7	-2	-1	8	12	-28	-1	3	-0.5
Cc1nc2ccccc2c2nc(NC(=O)Cc3ccccc3)nn12
  0	-3	1	-2	8	0	-61	1	-9	0.3

2 entries drawn at random from the list so far, as already listed:
Values in the order – aSyn 5UTR inh	HSP90 refold inh	GSK3 alpha inh	GSK3beta inhib	AI-2 QS mod	HSF-1 act	KLF5 inh	IEC-6 tox	HSF1 inh	HIF act
Fc1ccc(-c2cc(C(F)(F)F)nc(-n3cc(Cl)cn3)n2)cc1
  16	-2	-2	1	16	-24	-10	-3	-11	-0.3
O=C(O)CCSc1nc2ccccc2c(=O)[nH]1
  27	5	/	-2	19	0	-19	2	6	-0.2

(continued)
Values in the order – aSyn 5UTR inh	HSP90 refold inh	GSK3 alpha inh	GSK3beta inhib	AI-2 QS mod	HSF-1 act	KLF5 inh	IEC-6 tox	HSF1 inh	HIF act
CCNC(=O)/C(C#N)=C/c1c(N2CCN(Cc3ccc4c(c3)OCO4)CC2)nc2c(C)cccn2c1=O
  5	-3	-4	0	7	-19	-15	-7	2	-0.2
CCOc1cc(N2CCOCC2)c(OCC)cc1NC(=O)COC(=O)[C@@H]1CCCN1S(=O)(=O)c1ccccc1F
  -15	-1	0	-2	12	29	-13	-4	33	-1.2
COc1ccc(NC(=O)COC(=O)c2c(-c3ccccc3)noc2C)cc1
  -19	3	-3	3	4	5	-31	-1	2	-0.5
CCCCC[C@H]1CN(C2CCCCC2)C(=O)[C@@H]1CC(=O)NCc1ccc(OC)cc1
  6	0	-2	4	20	9	-12	0	-3	0.2
CCc1cc(C(=O)OC)c(NC(=O)c2ccoc2C)s1
  -4	3	0	1	-1	-1	-21	-4	-5	-0.6
O=C(CSc1nnc(CNC(=O)c2c(F)cccc2F)o1)NCC1CCCO1 (stereo unspecified)
  -1	3	-2	-1	-1	7	-12	-1	-2	-0.6
COC(=O)C1=C(C)NC(=O)NC1c1ccc(OCC(=O)N2CCCCC2)cc1 (stereo unspecified)
  -4	3	-2	2	27	1	-19	2	-4	-0.1
COc1ccc(C2C3=C(Nc4ncnn42)c2ccccc2CCC3)cc1 (stereo unspecified)
  27	-1	-2	2	8	-9	-13	2	-3	-0.5
NC(=O)c1cc(S(=O)(=O)N2CCN(c3ccc([N+](=O)[O-])cc3)CC2)cs1
  -7	2	2	-2	13	-6	-5	0	0	0.0
NNC(=O)C(=O)NCCCN1CCOCC1
  -2	1	-3	2	19	9	-21	2	1	-0.2
